Pf apPOL inh: Pf-apPOL inhibitors, biochemical, fluorescence; hit rate 0.25% among 210,000; Recombinant Pf-apPOL, molecular beacon fluorescence, 1.5 h; Plasmodium falciparum apicoplast DNA polymerase (apPOL); inhibition, % at 10 µM
mHTT-CaM PPI inh: mutant huntingtin-calmodulin interaction inhibitors – biochemical, AlphaScreen, primary screen; inhibition, % at 15 µM; AlphaScreen His-mHTT/GST-CaM binding, luminescence; P42858; AID 1671202, 2021; hit rate 3.6% among 190,000;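 further: 0% = both proteins with DMSO and 100% = one protein alone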
An asterisk follows results filed as active; i = inactive; / = not tested or not shown; & = joins results of further samples. No stated cut-off is given here; in the data, active means inhibition above about 50%; inactive means the rest. An unsorted share of the library, and some 3.6% of all compounds hit somewhere here.

nr | canonical_smiles | Pf apPOL inh | mHTT-CaM PPI inh
1 | NC(=O)C1CCCC1C(N)=O (stereo not drawn) | 8 | -8
2 | Cc1onc(-c2ccccc2)c1C1=N/C(=C\c2ccc(Br)cc2)C(=O)O1 | -2 | -1
3 | COc1cccc(C=C2C(=O)c3ccccc3C2=O)c1OC(C)C | -4 | 15
4 | CCCCSc1c(C(C)C)cnc2c1c(=O)n(C)c(=O)n2C | 2 | -12
5 | CCNc1cc(N2CCC(CCC(=O)NCCc3cccs3)CC2)ncn1 | -4 | 3
6 | O=C(Nc1cccc(Cl)c1)Nc1nc(-c2ccc(OC(F)(F)F)cc2)no1 | 1 | /
7 | Cc1cc(C)c2c(n1)sc1c(=O)oc(C)nc12 | 4 | /
8 | COc1ccc(OC)c(CN2CCN(Cc3cc(OC)c(OC)c(OC)c3)CC2)c1 | -3 | 4
9 | O=C(Nc1nnc(C2CC2)s1)c1cccs1 | 32 | /
10 | CCc1cc2c(=O)c(-c3ccc4c(c3)OCO4)c(C)oc2cc1O | 1 | -2
11 | O=C1CSC2(C(=O)Nc3ccccc32)N1c1ccc(OC(F)(F)F)cc1 (stereo not drawn) | -1 | -1
12 | O=c1oc2ccc(NS(=O)(=O)c3ccc(Br)cc3)cc2s1 | 2 | 14
13 | CCCCOc1ccc(C(=O)O/N=C2\CCOc3cc(OC)ccc32)cc1 | 12 | i
14 | CCCCOc1ccc(/C=C2\SC(=O)N(CN3CCOCC3)C2=O)cc1 | -12 | 17
15 | CC(=O)C(C(=N)N1CCCC1)=C(C)O | -30 | -2
16 | Cc1c(C(=O)Nc2ccc(F)c(Cl)c2)sc2nc(C)n(C)c(=O)c12 | -4 | -4
17 | COc1ccc(CC(=O)N2CCC(Cn3cnc4cc(C)c(C)cc43)CC2)cc1 | -1 | 4
18 | COc1ccc(C2CCCN2C(=O)Nc2ccc3c(c2)OCCO3)cc1 (stereo not drawn) | -4 | -3
19 | COCCCNC(=O)C1CCN(c2ncccc2-c2nc(-c3cccc(F)c3)no2)CC1 | -4 | -4
20 | COc1ccccc1C(=O)N1CCC2(CC1)OCCN2S(=O)(=O)c1ccc(F)c(C)c1 | -8 | 31
21 | O=C(NC1CCCC1)N1CCC(n2c(-c3ccco3)nc3cccnc32)C1 (stereo not drawn) | -1 | 12
22 | COc1ccc(-n2nc3c(c2NC(=O)Cc2ccc(OC)c(OC)c2)CS(=O)(=O)C3)cc1 | -6 | 4
23 | O=S(=O)(NCCSCc1ccccc1)c1ccc(Cl)cc1 | -4 | -30
24 | FC(F)(F)c1ccc(-n2cncn2)nc1 | -1 | /
25 | Cc1cccc(N(CC(=O)N2CCN(c3ccccc3)CC2)S(=O)(=O)c2ccccc2)c1C | -13 | 46
26 | N#Cc1c(Cl)cccc1Oc1ccc(S(=O)(=O)N2CCCN(c3nc4ccc(Cl)cc4s3)CC2)cc1 | -129 | /
27 | CCSc1nnc2c(n1)OC(c1ccc(C)o1)Nc1ccccc1-2 (stereo not drawn) | -1 | 1
28 | Cc1nc(C2CCCN(C(=O)c3ccc4c(c3)OCO4)C2)n[nH]1 (stereo not drawn) | 3 | -1
29 | CCn1nccc1C(=O)N1CCCC1c1cc(C)no1 (stereo not drawn) | -2 | -8
30 | CCC1CCc2c(sc(N3C(=O)C4C5CCC(C5)C4C3=O)c2C(N)=O)C1 (stereo not drawn) | 2 | 5
31 | O=C(NC1CC2CC1CN2C(=O)Nc1ccc(Cl)cc1F)c1ccccc1 (stereo not drawn) | 0 | 5
32 | Cc1cc(C(F)(F)F)c(C#N)c(SCC(=O)NC2CC2)n1 | -3 | -6
33 | O=C(NCc1cc(F)ccc1F)C1CCN(c2cnc3nccnc3c2)CC1 | -4 | 0
34 | O=C1C=CC(=O)N1SSN1C(=O)C=CC1=O | / | -3
35 | Cc1cc(N2CCN(C)CC2)nc(N2CCOCC2)n1 | -4 | 3
36 | COC(=O)c1cc(OC)c(OC)cc1NC(=O)c1cc(C(C)(C)C)oc1C | -9 | /
37 | O=C(CSc1nncn1-c1ccc(C(F)(F)F)cc1)c1ccc(F)cc1 | -7 | /
38 | O=c1c2cnc3ccccc3c2[nH]n1-c1ccc(Cl)cc1 | 10 | 11
39 | CCCN1CCN(C(=O)C(C)C2CCN(S(=O)(=O)c3ccc(Cl)s3)CC2)CC1 (stereo not drawn) | 1 | 5
40 | CCCc1nc2cccnc2n1C1CCN(C(=O)C(CC)CC)C1 (stereo not drawn) | 1 | 5
41 | CCCC(=O)Nc1cc2oc3ccccc3c2cc1OC | -4 | -22
42 | Cc1cccc(-c2ncccc2CNC(=O)c2ccc(C#N)cc2)c1 | 0 | 3
43 | COc1ccc(-c2cc3ccc(OCC#N)cc3oc2=O)cc1OC | -4 | -4
44 | Fc1ccc(C2C=C(c3ccccc3)Nc3ncnn32)cc1 (stereo not drawn) | -2 | 25
45 | COc1ccccc1C1C(C(=O)Nc2ccc(Cl)cc2)=C(C)Nc2nnnn21 (stereo not drawn) | -5 | 14
46 | CN(C)C(CNS(=O)(=O)C1CC1)c1cn(C)c2ccccc12 (stereo not drawn) | -3 | -1
47 | O=C(Nc1cccn2c(C3CCC3)nnc12)c1ccncc1 | -1 | 7
48 | C=CCn1c(=N)c(C(=O)NC)cc2c(=O)n3cc(C)ccc3nc21 | -6 | -3
49 | O=C(NCCNc1ccc([N+](=O)[O-])cc1Cl)c1ccccc1Cl | -7 | 5
50 | CC(C)N(CC(O)COC1C2(C)CCC(C2)C1(C)C)C(C)C (stereo not drawn) | -3 | -6

Later entries:
nr | canonical_smiles | Pf apPOL inh | mHTT-CaM PPI inh
51 | O=C(Nc1cc(Cl)c(Cl)cc1Cl)c1cccs1 | 0 | -15
52 | CC1=C(C(=O)Nc2ccccc2C)C(c2cccnc2)n2nc(SCc3ccccc3)nc2N1 (stereo not drawn) | -6 | 1
53 | COc1ccccc1C=C1Oc2c(ccc(O)c2CN2CCC(C)CC2)C1=O | -7 | 6
54 | O=C(O)c1ccc(Br)c(S(=O)(=O)N2CCCCC2)c1 | 2 | -4
55 | Cc1ccc(N2CCC(NC(=O)c3cccs3)C2=O)cc1C (stereo not drawn) | -2 | -6
56 | O=C1OC(c2ccco2)=N/C1=C/c1ccccc1F | -2 | 4
57 | CC(=O)N1N=C(c2c(-c3ccccc3)c3cc(Cl)ccc3[nH]c2=O)CC1c1ccccc1Cl (stereo not drawn) | -2 | 93*
58 | Cc1cccc(-c2nc(C3CCN(S(=O)(=O)c4cccc(Cl)c4C)CC3)no2)c1 | -5 | -12
59 | Cc1ccc(-c2cc(C(=O)N3CCN(C)CC3)c3ccccc3n2)o1 | -1 | 0
60 | CC(C)CNC(=O)C(=O)NCC1COC2(CCCC2)O1 (stereo not drawn) | 2 | -4
61 | Nc1ncnc(N2CCc3ccccc32)c1[N+](=O)[O-] | 0&-1 | -24&9
62 | N#CC(=NNc1ccc(OC(F)(F)F)cc1)c1ccccn1 | 0&-2 | /
63 | O=C(NC1CC2CC1CN2C(=O)NCc1ccco1)c1ccccc1 (stereo not drawn) | 1 | 3
64 | O=C1CC(Sc2nnnn2-c2ccccc2)C(=O)N1c1ccc(Cl)c(Cl)c1 (stereo not drawn) | -2 | 6
65 | O=C(Nc1ccc2c(c1)C(=O)NC2=O)c1ccco1 | -3 | 2
66 | O=[N+]([O-])c1ccc(Cl)c(OC2=NS(=O)(=O)c3ccccc32)c1 | -11 | -1
67 | O=C(C1CCCN(c2cnn(Cc3ccccc3)c(=O)c2)C1)N1CCCCC1 (stereo not drawn) | -4 | 1
68 | CC1(C)CC(n2c(SCCc3ccccc3)nc3ccccc3c2=O)CCO1 (stereo not drawn) | 0 | -15
69 | CN(C)C(=O)c1cc2c(s1)CCC(C(=O)NCc1nc3ccccc3n1C)C2 (stereo not drawn) | -6 | 7
70 | O=C(O)c1ccnn1-c1ccccc1 | -4 | /
71 | CCCCNS(=O)(=O)c1cc(Br)cc2c1N(C(=O)C1CC1)CC2 | 0 | 9
72 | Cc1ccc(CNC(=O)CCCn2c(=O)c3sccc3n(Cc3ccc(C)cc3)c2=O)cc1 | 4 | -1
73 | COCCCNC(=O)c1cccnc1SCc1ccccc1Cl | -71 | -11
74 | COc1ccc(C=CC(=O)c2cc(Br)ccc2O)c(OC)c1 | -10 | 18
75 | COc1ccc(C(=O)N2CC(=O)Nc3ccc(F)cc3C2c2ccc(F)cc2)cc1OC (stereo not drawn) | -3 | 13
76 | Cc1nnc(-c2cccn2CC(=O)Nc2ccc(Cl)cc2F)o1 | -2 | -3
77 | CCOc1ccc2c(c1)sc(=NC(=O)c1ccc(F)cc1)n2C | 3 | -12
78 | CC(=O)c1ccc(N2C(=O)C3C(C2=O)C2(C)c4ccccc4C3(C)c3ccccc32)cc1 (stereo not drawn) | 3 | 21
79 | COc1ccc(C=C2NC(=O)C3Cc4ccccc4CN3C2=O)cc1 (stereo not drawn) | -6 | /
80 | O=S(=O)(NCCCSC1CCCCC1)c1ccc(Br)cc1 | -13 | -3
81 | COc1cccc(C=C2Oc3cc(O)cc(C)c3C2=O)c1OC | -4 | 6
82 | CCC1CN2C=NC(N3CCN(C(=O)c4cccnc4)CC3)=CC2=N1 (stereo not drawn) | -1 | 1
83 | O=C(c1cnc(-c2ccccc2)nc1N1CCSCC1)N1CCCC1 | -114 | 4
84 | Cc1nnsc1C(=O)NNS(=O)(=O)c1cccs1 | -8&-1 | /
85 | CC1=C(C(=O)N2CCOCC2)C(c2ccc(F)cc2)n2c(nc3ccccc32)N1 (stereo not drawn) | 4 | 8
86 | CN1C(=O)CCc2cc(NC(=O)c3ccc4nc[nH]c4c3)ccc21 | 0 | 4
87 | CN1CN=C(NS(=O)(=O)c2ccc([N+](=O)[O-])cc2)NC1 | -52 | -2
88 | COc1ccc2c(c1)C(=O)CC(c1ccc3c(c1)OCCO3)O2 (stereo not drawn) | -2&-18 | -2&-12
89 | CC(CCc1ccccc1)NC(=O)Cc1cccs1 (stereo not drawn) | -11 | -3
90 | COc1ccc(-c2nnc(NC(=O)c3ccc(S(=O)(=O)N4CCCCC4)cc3)o2)c(OC)c1 | -2 | 7
91 | COc1cc(OC)cc(C(=O)N2CC(c3noc(-c4ccccc4)n3)C2)c1 | 2 | -3
92 | COc1cccc(C2=N/C(=C\c3cccc(F)c3)C(=O)O2)c1 | -1 | 4
93 | CCCN1CCC(NCCc2ccc(Cl)cc2)CC1 | -8 | -6
94 | COc1cccc(OCCCCn2ccnc2C)c1 | -2 | 0
95 | O=C(CCSc1ccccc1)NCc1ccco1 | -21 | 4
96 | Cc1nc(N2CCN(c3cccc(Cl)c3)CC2)[nH]c(=O)c1C | -1 | -5
97 | Nc1nc(-c2ccccc2)cc(N2CCCC2)n1 | -8 | 2
98 | Oc1c(C=Nc2ccc(Cl)cc2)[nH]c2ccccc12 | -3 | 13
99 | COc1cccc(CCC(=O)N2CCC3(CC2)Nc2cccnc2NC3=NC(C)(C)C)c1 | -4 | 6
100 | CS(=O)(=NS(=O)(=O)c1ccc(OC(F)(F)F)cc1)c1ccccc1 (stereo not drawn) | -5 | /

Continued:
nr | canonical_smiles | Pf apPOL inh | mHTT-CaM PPI inh
101 | COCC(C)(O)CNC(C)=O (stereo not drawn) | 1 | -1
102 | CC(C)C(=O)N1CCc2ccccc2C1C(=O)NC1CCCC1 (stereo not drawn) | 0 | -8
103 | Nc1cc(C2CCN(C(=O)Nc3ccccc3F)CC2)no1 | -5 | 1
104 | CCn1c(-c2cc(NC(=O)c3cccnc3)n[nH]2)cc2ccccc21 | -3 | 15
105 | COc1ccc(C2=N/C(=C/c3cc(OC)c(OC)c(OC)c3)C(=O)O2)cc1[N+](=O)[O-] | 0 | 9
106 | Cc1cc2nc(SCC(N)=O)[nH]c2cc1C | -2 | 2
107 | CC(=O)c1c(C)nn(-c2ccccc2)c1-c1ccccc1[N+](=O)[O-] | -4 | /

Part of the list above in another layout.
Values run as follows: Pf apPOL inh	mHTT-CaM PPI inh
#87 CN1CN=C(NS(=O)(=O)c2ccc([N+](=O)[O-])cc2)NC1
 : -52	-2
#88 COc1ccc2c(c1)C(=O)CC(c1ccc3c(c1)OCCO3)O2 (stereo not drawn)
 : -2&-18	-2&-12
#89 CC(CCc1ccccc1)NC(=O)Cc1cccs1 (stereo not drawn)
 : -11	-3
#90 COc1ccc(-c2nnc(NC(=O)c3ccc(S(=O)(=O)N4CCCCC4)cc3)o2)c(OC)c1
 : -2	7
#91 COc1cc(OC)cc(C(=O)N2CC(c3noc(-c4ccccc4)n3)C2)c1
 : 2	-3
#92 COc1cccc(C2=N/C(=C\c3cccc(F)c3)C(=O)O2)c1
 : -1	4
#93 CCCN1CCC(NCCc2ccc(Cl)cc2)CC1
 : -8	-6
#94 COc1cccc(OCCCCn2ccnc2C)c1
 : -2	0
#95 O=C(CCSc1ccccc1)NCc1ccco1
 : -21	4
#96 Cc1nc(N2CCN(c3cccc(Cl)c3)CC2)[nH]c(=O)c1C
 : -1	-5
#97 Nc1nc(-c2ccccc2)cc(N2CCCC2)n1
 : -8	2
#98 Oc1c(C=Nc2ccc(Cl)cc2)[nH]c2ccccc12
 : -3	13
#99 COc1cccc(CCC(=O)N2CCC3(CC2)Nc2cccnc2NC3=NC(C)(C)C)c1
 : -4	6
#100 CS(=O)(=NS(=O)(=O)c1ccc(OC(F)(F)F)cc1)c1ccccc1 (stereo not drawn)
 : -5	/
#101 COCC(C)(O)CNC(C)=O (stereo not drawn)
 : 1	-1
#102 CC(C)C(=O)N1CCc2ccccc2C1C(=O)NC1CCCC1 (stereo not drawn)
 : 0	-8
#103 Nc1cc(C2CCN(C(=O)Nc3ccccc3F)CC2)no1
 : -5	1
#104 CCn1c(-c2cc(NC(=O)c3cccnc3)n[nH]2)cc2ccccc21
 : -3	15
#105 COc1ccc(C2=N/C(=C/c3cc(OC)c(OC)c(OC)c3)C(=O)O2)cc1[N+](=O)[O-]
 : 0	9
#106 Cc1cc2nc(SCC(N)=O)[nH]c2cc1C
 : -2	2

Screening data from PubChem.
